Assay outcomes (PubChem BioAssay)
hgDAF-12 ag: hgDAF-12 agonism, primary luciferase screen; activation, % at 6.8 µM; AID 687014; HEK293 GAL4-hgDAF12 UAS-luciferase reporter, agonist luminescence; normalized to butyrate control; 370,000 compounds, 1.8% hits;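 active = activation above a cutoff set at the mean of all screened compounds plus 3 SD, cut at about 10% in these data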;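 note: 0% = DMSO wells and 100% = sodium butyrate wells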
ADAM10 inh: inhibitors of human ADAM10. O14672. recombinant ADAM10, EDANS/DABCYL FRET peptide cleavage, 3 h. inhibition, % at 7 µM. 370,000 compounds, 0.62% hits. AID 720582;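 active = inhibition above a per-campaign cutoff equal to the mean of compounds falling between control-based bounds plus 3 SD, cut at about 20% in these data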;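 note: 0% = DMSO wells while the 100% control is not disclosed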
Target sequence (O14672 214-748 limits assumed): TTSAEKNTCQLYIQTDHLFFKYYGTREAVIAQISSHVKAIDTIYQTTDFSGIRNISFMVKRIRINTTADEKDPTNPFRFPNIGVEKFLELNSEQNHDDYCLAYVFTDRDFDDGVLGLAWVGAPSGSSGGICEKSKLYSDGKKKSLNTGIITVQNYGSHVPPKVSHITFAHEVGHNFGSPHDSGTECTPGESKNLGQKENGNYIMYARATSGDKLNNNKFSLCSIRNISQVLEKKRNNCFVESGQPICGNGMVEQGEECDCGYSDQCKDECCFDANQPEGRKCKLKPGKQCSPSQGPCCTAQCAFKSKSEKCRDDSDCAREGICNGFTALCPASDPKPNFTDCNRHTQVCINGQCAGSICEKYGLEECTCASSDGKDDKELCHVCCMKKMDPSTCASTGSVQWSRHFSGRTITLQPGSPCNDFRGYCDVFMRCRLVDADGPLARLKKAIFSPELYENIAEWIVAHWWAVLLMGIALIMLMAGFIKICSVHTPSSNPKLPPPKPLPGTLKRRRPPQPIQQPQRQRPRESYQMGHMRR
DAX1 inh-1: blocks DAX1 repression of SF-1 activated StAR promoter. 370,000 compounds, 1.1% hits. AID 652010. inhibition, % at 6.8 µM. HEK293T StAR-luciferase reporter, SF-1/DAX-1 repression relief;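 active = inhibition above the mean over all tested compounds plus 3 SD, cut at about 3.6% in these data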;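 note: 0% = DAX-1 cells with DMSO and 100% = cells lacking DAX-1 with DMSO; higher inhibition means more luminescence from relief of DAX-1 repression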
DAX1 inh-2: NR0B1 (DAX1) inhibition | HEK293 Gal4-DAX1 luciferase reporter, luminescence | 340,000 compounds, 0.99% hits | inhibition, % at 6.75 µM | AID 504766;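 active = inhibition above the mean over all tested compounds plus 3 SD, cut at about 4.2% in these data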;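 note: 0% = DAX1-transfected cells with DMSO and 100% = empty-vector control cells with DMSO; inhibition shows as a rise in luminescence from relieved DAX1 repression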
Target sequence (P51843 207-470 limits assumed): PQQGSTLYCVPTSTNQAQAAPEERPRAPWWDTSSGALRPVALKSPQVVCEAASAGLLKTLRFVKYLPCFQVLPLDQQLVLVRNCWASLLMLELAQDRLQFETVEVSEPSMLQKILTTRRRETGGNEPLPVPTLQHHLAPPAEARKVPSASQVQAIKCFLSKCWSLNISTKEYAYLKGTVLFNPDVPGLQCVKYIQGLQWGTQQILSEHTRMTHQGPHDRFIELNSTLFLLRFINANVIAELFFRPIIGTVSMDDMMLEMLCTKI
hcDAF-12 act: activators of H. contortus DAF-12 nuclear receptor | activation, % at 6.8 µM | 370,000 compounds, 1.4% hits | HEK293 hcDAF-12 lit1-tk-luc reporter, luminescence; 0% DMSO, 100% Δ7-dafachronic acid;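 active = activation above the mean of all tested compounds plus 3 SD, cut at about 5.5% in these data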;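 note: 100% = response to 3 µM Δ7-dafachronic acid high control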
SMARCA2 activ: increases SMARCA2 function in MMTV reporter cells; MG213 cells, MMTV-luciferase reporter, dexamethasone, overnight; activation, % at 9.1 µM; 370,000 compounds, 1% hits; AID 652017; in the data active = activation above about 7.8%;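 note: 0% = vehicle wells and 100% = reference activator wells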
NPR1 activator: GC-A (human) enzyme activation; P16066; 370,000 compounds, 0.14% hits; activation, % at 10 µM; AID 1671463; HEK293 GC-A cells, cGMP TR-FRET, EC30 ANP; 0% at EC30 ANP, 100% saturating ANP; in the data active = activation above about 40%
FXN GAA850 act: activators of GAA850 frataxin (FXN) promoter; 360,000 compounds, 0.56% hits; AID 540364; activation, % at 6 µM; HEK293 lucGAA850 FXN promoter luciferase reporter, 24 h; percent of 10 µM SAHA response;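 active = activation above the average of all compounds screened plus 3 SD, cutoff fixed separately per campaign, cut at about 7.5% in these data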;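 note: 0% = DMSO wells and 100% = 10 µM SAHA wells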
sPLA2-III inh: Blocks human group III sPLA2 activity | Q9NZ20 | QFRET BODIPY PC-A2 liposome hydrolysis, fluorescence | inhibition, % at 12.2 µM | 370,000 compounds, 0.56% hits | AID 743126;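 active = inhibition above mean plus 3 SD of compounds lying within the high and low control bounds, cut at about 19% in these data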;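 note: 0% = median of test compound wells and 100% = no enzyme DMSO wells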
ssDAF-12 act: activates DAF-12 receptor from parasite S. stercoralis; HEK293 ssDAF-12/GRIP1 lit1-tk-luc reporter, luminescence; % of 3 µM dafachronic acid response; activation, % at 6.8 µM; 370,000 compounds, 1% hits; AID 652126;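 active = activation above the mean over all tested compounds plus 3 SD, cut at about 0.9% in these data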;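 note: 0% = DMSO-only wells and 100% = 3 µM delta7-dafachronic acid wells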
NPR2 activator: GC-B (human) receptor activation. HEK293-GC-B cells, CNP EC30, cGMP TR-FRET; 0% at EC30 CNP, 100% saturating CNP. activation, % at 10 µM. 370,000 compounds, 0.11% hits. AID 1920062;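 active = activation at 10 µM reaching about 35% in either raw or pattern-adjusted values, limit read from the data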
Starred values were filed as active, the others as inactive; / = no result given; & = joins results of further samples.

SMILES	hgDAF-12 ag	ADAM10 inh	DAX1 inh-1	DAX1 inh-2	hcDAF-12 act	SMARCA2 activ	NPR1 activator	FXN GAA850 act	sPLA2-III inh	ssDAF-12 act	NPR2 activator
Cc1ccc(NC(=O)CSc2nnc(-c3cccnc3)o2)c(C)c1	-1.2	-6	0.8	4.4*	-0.2	-1	0	0.9	10	-0.6	3
CCOC(=O)Cn1nc(C(F)F)c(Br)c1C	0.5	-4	-0.3	0.6	-0.1	1	0	0.9	0	-1.1	1
O=C(/C=C/c1ccccc1)N1CCOCC1	-0.4	-5	0.1	-0.2	-1.5	1	2	1.9	3	-2.1	4
COc1cc(O)oc1C=Nc1ccc(Cl)cc1	-1.6	2	-0.1	-0.5	-0.9	-1	-7	-1.6	2	-1.1	3
CCOc1ccc(Nc2nc(NCCN3CCOCC3)nc(OC)n2)cc1	-1.0	-3	0.5	0.3	-2.0	3	4	0.5	-2	-1.6	1
CC1(c2nnnn2C2CCCCC2)CCC(=O)N1Cc1ccc2c(c1)OCO2 (stereo unspecified)	-2.2	-5	1.3	/	-1.6	1	1	/	-2	-0.9	7
O=C1N2CCSC2=NC1(NS(=O)(=O)c1ccccc1)C(F)(F)F (stereo unspecified)	-1.4	6	-0.2	1.5	2.2	0	0	-0.8	6	-0.3	-4
Cc1cc(OCC(=O)NNC(=S)NC(=O)c2cccs2)ccc1Cl	1.6	6	-0.2	0.1	2.6	0	1	0.8	-2	-0.7	5
C[C@@H]1CN([C@H](C)CO)C(=O)CCCn2nncc2CO[C@H]1CN(C)Cc1cccc(O)c1	0.9	-16	0.8	1.9	0.2	-2	7	1.6	7	-1.5	3
COc1ccc(-c2cc(N3C(=O)Nc4ccccc4N3O)n[nH]2)cc1	-0.9	-11	0.3	1.3	-1.2	0	-2	-1.1	-2	-0.7	-5
Cc1ccc(NC(=O)CSc2nc3ccccc3c3nc4ccccc4n23)cc1	0.5	-4	-0.8	0.3	-1.0	0	2	-1.1	9	-1.0	-1
CSc1ccc(/C=N/n2c(COc3ccccc3)n[nH]c2=S)cc1	-0.3	-11	0.0	1.8	0.3	-3	-5	2.9	-7	-0.9	-3
COc1ccc(/C=N/NC(=O)c2cccnc2)cc1CN1CCCc2ccccc21	-1.5	1	-0.1	0.2	-0.6	-2	-17	0.3	-1	-0.6	-7
COc1cccc(CN2CCN(CCCc3ccccc3)C(CCO)C2)c1O (stereo unspecified)	0.6	1	-0.1	0.5	0.8	-2	-2	-0.3	-9	-0.6	4
O=C(c1cnn2c(C(F)F)cc(-c3ccccc3)nc12)N1CCOCC1	0.4	-53	-0.5	0.6	-0.6	0	4	3.3	2	-1.5	3
O=c1nc(-c2ccccc2)c2ccccc2[nH]1	0.3	-157	-0.8	-0.1	-2.0	0	-2	2.2	0	-1.4	-1
CCOC(=O)N1CCC(Nc2c(NCCCN3CCN(C4CCCCC4)CC3)c(=O)c2=O)CC1	-1.3	-5	-0.2	1.0	-1.2	2	-2	0.2	1	-1.2	4
COc1cc(/C=N/n2nnnc2N)ccc1OCc1c(C)no[n+]1[O-]	0.2	-41	-1.5	-0.5	-1.1	1	9	4.7	1	-2.0	7
CCN(CC)S(=O)(=O)c1cc(F)ccc1OC	0.9	7	-0.2	1.2	-2.3	3	1	0.8	3	-1.5	2
COc1cc(NC(=O)c2cccc(Cl)c2)c(OC)cc1NC(=O)CN1CCCCC1	-2.0	3	-0.3	-1.4	-1.3	-1	1	0.6	-2	-2.2	3
Cc1ccccc1Nc1c(-c2ccccc2)nc2ncccn12	-5.3	3	0.2	-1.2	-2.0	-1	17	-0.1	2	-0.9	3
O=C(CSc1nnc(-c2ccccn2)n1-c1ccccc1)Nc1ccc(OCc2ccccc2)cc1	-0.6	-6	-0.8	/	-1.8	-8	1	/	17	-0.6	4
CS(=O)(=O)Nc1ccccc1C(=O)OCC(=O)NCc1cccs1	-3.5	-14	-0.4	1.6	-1.6	0	-4	-1.4	6	-0.6	4
CCOC(=O)[C@@]12CCCC=C1N(CCc1ccc(Cl)cc1)C(=O)[C@H]2CC(=O)NCc1cccc2ccccc12	-1.6	6	-0.4	/	-1.4	-2	-1	/	-15	-0.5	-4
CC1CN(S(=O)(=O)c2ccc(Cl)c(S(=O)(=O)N3CC(C)OC(C)C3)c2)CC(C)O1 (stereo unspecified)	-0.5	3	0.4	0.8	-1.0	4	-1	1.7	7	-1.5	5
Cn1ccnc1SCc1cn2ccccc2n1	5.8	9	1.4	3.0	2.6	7	-5	3.9	6	-1.1	-3
CN1CCC(N2CCN(C3CN(Cc4cn(Cc5cccc(C(F)(F)F)c5)nn4)S(=O)(=O)C3)CC2)CC1 (stereo unspecified)	0.0	-22	-1.4	/	1.0	-4	-1	/	13	-1.1	-1
CC(=O)C1=C(C)NC(=O)CC1c1ccc(F)cc1 (stereo unspecified)	0.3	-9	-0.4	1.3	-2.2	1	2	-0.6	1	-1.1	-2
COC(=O)c1sccc1NC(=O)Nc1ccc(OC)cc1	3.9	6	3.2	1.8	2.9	1	4	1.9	3	-0.2	9
COc1cc(CCC(=O)NCc2ccc(F)cc2)cc(OC)c1OC	5.8	-5	-0.5	0.2	-0.9	-3	1	-1.2	3	-1.2	1
COc1ccc(-c2cc3nc(NCCNC(C)=O)n(C)c(=O)c3s2)c(C)c1	0.5	-25	-1.1	/	-2.3	0	5	2.6	5	-0.9	-4
O=C(COC(=O)Cc1c(F)cccc1Cl)NC(=O)c1ccccc1	1.0	2	1.0	1.0	-1.4	2	1	-0.6	2	-1.1	-10
C/C(=N\NC(=O)CC1N=C(Cc2ccccc2)NNC1=O)c1ccc(C)cc1 (stereo unspecified)	4.8	-6	0.0	0.1	-0.6	-2	-8	2.9	1	-1.1	0
CCOC(=O)C(Cc1ccccc1)NC(=O)CCc1c(C)nc2nc(C)nn2c1C (stereo unspecified)	-0.8	-110	-0.5	-0.4	1.0	-2	-1	0.8	3	-1.1	-4
Cc1cc2ccccc2nc1Br	0.5	3	0.2	0.3	4.3	-2	-3	0.9	2	-0.6	-3
Cc1ccc(CN2CC34C=CC(O3)C(C(=O)NCc3ccco3)C4C2=O)cc1 (stereo unspecified)	-0.7	-12	-0.4	-0.1	-1.5	-3	5	-1.0	4	-0.9	5
COc1cccc(C(=O)N2CCN(C3CCCCC3)CC2)c1	-0.5	0	-0.2	1.3	1.1	-2	4	0.7	-4	-0.8	-1
Cn1c2ccccc2c(=O)c2cc(C#Cc3ccc(N)cc3)ccc21	1.0	-96	0.3	-1.1	-0.2	7	-1	5.0	3	-0.6	-6
COc1ccc(NCC(=O)N/N=C/C=C/c2ccccc2[N+](=O)[O-])cc1	-1.2	1	-0.8	-0.4	-1.0	-2	-2	0.5	10	-0.8	-3
COc1ccc(OCCSc2nc(N)cc(N)n2)cc1	3.2	6	2.6	0.4	0.5	11*	1	3.8	-3	-0.6	1

Printed as active in SMARCA2 activ, of those listed so far:
Structure	ADAM10 inh	DAX1 inh-1	DAX1 inh-2	hcDAF-12 act	SMARCA2 activ	NPR1 activator	sPLA2-III inh	ssDAF-12 act	NPR2 activator
COc1ccc(OCCSc2nc(N)cc(N)n2)cc1	6	2.6	0.4	0.5	11*	1	-3	-0.6	1

Additional records:
SMILES	hgDAF-12 ag	ADAM10 inh	DAX1 inh-1	DAX1 inh-2	hcDAF-12 act	SMARCA2 activ	NPR1 activator	FXN GAA850 act	sPLA2-III inh	ssDAF-12 act	NPR2 activator
COc1cc(C(=O)N2CCCC(c3nc(-c4cccs4)no3)C2)cc(OC)c1OC (stereo unspecified)	-2.1	1	-1.1	-1.4	-1.5	-3	-2	1.4	0	-1.4	-3
Cc1cc(C)cc(NC(=S)N2CC(C)OC(C)C2)c1 (stereo unspecified)	-1.8	2	0.2	0.4	-0.9	3	1	-0.1	-2	-1.2	-1
COc1ccc(-c2ccc(-c3nc4ccc(C)cn4c3NC3CCCCC3)cc2OC)cc1	-4.4&-2.3	-194	-0.7&-0.5	-1.9	-1.3&0.7	-1&-4	17&7	0.8	4&9	-1.4&-1.2	2&-1
COc1ccc(NC(=O)C2CCCN(S(C)(=O)=O)C2)cc1OC (stereo unspecified)	-0.6	8	-0.5	1.0	-0.4	-3	-3	2.1	11	-0.5	11
COCCN1C[C@@H](CO)O[C@@H](n2cnc3c(N4CCOCC4)ncnc32)C1	-1.7	-6	1.9	/	-0.3	-1	2	0.5	1	-1.0	1
COc1cccc(CNC(=O)c2ccccc2-c2ccccc2)c1	-0.6	-10	1.7	0.4	-0.7	-3	-4	1.3	7	-0.8	-2
O=C(NC(=S)Nc1ccc(N2CCCCC2)cc1)c1ccco1	13*	-4	3.3	2.8	4.9	-1	2	3.5	11	-0.2	1
Nc1nc(N)c(N=Nc2ccc(S(N)(=O)=O)cc2)c(=O)[nH]1	0.3	14	0.0	1.6	-2.1	-1	-9	-0.6	2	-1.2	-6
COc1ccc(CN(Cc2cc3cc(OC)c(OC)cc3[nH]c2=O)C(=O)NC2CCCCC2)cc1	-0.4	-19	0.5	2.5	-0.4	0	4	-1.1	3	-1.3	1
Cc1cccc(NC(=S)N2N=CCC2c2ccccc2)c1 (stereo unspecified)	8.0	-7	2.0	1.5	0.3	3	0	2.5	-5	-0.5	-4

Just SMARCA2 activ, ADAM10 inh and DAX1 inh-2 (two entries from above):
SMILES	SMARCA2 activ	ADAM10 inh	DAX1 inh-2
COCCN1C[C@@H](CO)O[C@@H](n2cnc3c(N4CCOCC4)ncnc32)C1	-1	-6	/
COc1cccc(CNC(=O)c2ccccc2-c2ccccc2)c1	-3	-10	0.4

Further entries
SMILES	hgDAF-12 ag	ADAM10 inh	DAX1 inh-1	DAX1 inh-2	hcDAF-12 act	SMARCA2 activ	NPR1 activator	FXN GAA850 act	sPLA2-III inh	ssDAF-12 act	NPR2 activator
Brc1ccc(-c2csc(/N=C/N3CCCC3)n2)cc1	5.3	6	0.1	0.5	-0.5	1	-2	4.4	-3	-0.8	-5
O=C(COc1ncnc2ccccc12)Nc1cc([N+](=O)[O-])ccc1Cl	0.1	15	-0.3	2.9	-1.6	-4	-2	0.2	3	-0.6	-3
CC(=O)NN=C1CCC(c2ccccc2)CC1 (stereo unspecified)	2.1	5	0.0	1.4	-2.3	-1	-1	0.4	0	-1.3	3
CC1CCCC(=NNc2ccc3ccccc3n2)C1 (stereo unspecified)	2.8	-75	1.1	3.0	6.7*	1	-4	4.0	13	0.1	4
COc1ccc(N2CCN(C(c3cccs3)C(C)NC(=O)C(=O)N3CCOCC3)CC2)cc1 (stereo unspecified)	0.5	-11	2.7	0.9	-0.6	-1	3	-1.2	0	-1.4	-6
COc1cc(/C=C2/C(=N)N3C(c4ccccc4)=CSC3=NC2=O)ccc1OCC(=O)O	2.8	-14	0.0	0.4	0.8	-2	5	3.0	-30	-1.1	3
Cc1cccc(C)c1OCc1nc2ccccc2c(=O)n1/N=C/c1ccc(OCC(=O)O)cc1	0.1	-7	0.1	-0.9	-3.9	7	-6	0.5	-5	-1.2	5
Cc1ccc(CN2CCN(Cc3ccccc3C(F)(F)F)CC2)cc1	-1.1	2	0.2	-0.5	-0.2	-1	-2	-0.6	7	-1.5	2
COc1ccc(C(=O)COc2ccccc2C(=O)Nc2ccccc2)cc1	1.7	-5	-1.0	-0.3	-2.3	1	-5	-0.2	-1	-1.6	-5
